High-throughput results: PubChem BioAssay, several laboratories
Rab2 wt GTP = changes GTP binding to wildtype dog Rab2A, up or down | GST-Rab2 wt beads, Bodipy-GTP binding, flow cytometry | GTP binding activity, % at 10 µM | hit rate 0.19% among 190,000;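 active = GTP binding activity at least 20 points away from 100%, either lowered or raised; inconclusive = signal likely due to the compound's own green fluorescence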;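 note: 0% = beads with excess unlabeled GTP and 100% = no-compound control corrected for plate trend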
Rac1 wt modul = human Rac1 wildtype GTP binding, inhibitors and activators. AID 757. GST-Rac1 beads, fluorescent GTP binding, flow cytometry; actives lie on both sides; 0 = cold GTP competed, 100 = untreated. hit rate 0.27% among 190,000. GTP binding activity (% of control), % at 10 µM;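 active = GTP binding activity at least 20 points away from the 100% control level, either lower or higher; inconclusive = compound flagged as likely green fluorescent, judged across all proteins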
Rac1 mut GTP = modulators of GTP binding to human Rac1 activated mutant; GST-Rac1 activated beads, fluorescent GTP binding, flow cytometry; actives lie on both sides; 100% means binding = to untreated wells; percent activity (GTP binding), % at 10 µM; hit rate 0.11% among 190,000;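 active = GTP binding at least 20 percentage points away from the 100% baseline, in either direction, so actives lie on both sides; inconclusive = Compound likely fluorescent itself, or too few beads counted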
Rab7 wt modul = dog Rab7 wildtype GTP binding, inhibitors and activators; GTP binding activity (percent of control), % at 10 µM; GST-Rab7 beads, fluorescent GTP binding, flow cytometry; actives lie on both sides; untreated = 100%, excess cold GTP = 0%; hit rate 0.055% among 190,000;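 active = fluorescent GTP binding to Rab7 beads changed by at least 20 points from the 100% baseline, either direction, mostly lower; inconclusive = compound itself probably fluorescent, or too few beads counted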;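 note: median green fluorescence of bound Bodipy-FL-GTP per Rab7 bead population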
Pf gamet viab = inhibitors of late stage P. falciparum gametocyte viability; AID 743093; P. falciparum stage V gametocytes, ATP luminescence, 24 h; hit rate 0.065% among 150,000; inhibition, % at 10.9 µM;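 active = inhibition above the mean plus 3 SD of compounds within the control limits, set per campaign, cut at about 38% in these data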;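 note: 0% = DMSO wells and 100% = medium only without gametocytes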
GSH fluor = compound fluoresces at 488/530 nm on GSH beads; GSH beads flow cytometry, compound fluorescence 488/530 nm; active compounds read high; fluorescence (KMESF) at 10 µM; hit rate 0.25% among 190,000; AID 1776; in the data active = fluorescence above about 89;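 note: glutathione beads carrying GST-tagged Bcl family fusion proteins plus one bare bead set; values are compound well signal with DMSO vehicle wells as background; inactives centre near 16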
Mcl1 Bid PPI = Mcl-1/Bid interaction inhibition; inhibition, % at 21.7 µM; TR-FRET Mcl-1/Bid-Dy647 peptide binding, 1536-well; hit rate 0.97% among 220,000; AID 1021; Q07820;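 active = compounds that cut the binding signal by more than half at the single screening dose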;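 note: His-tagged Mcl-1 with europium anti-His antibody binding Bid BH3 peptide; 0% = Mcl-1 plus peptide wells and 100% = peptide-only wells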
Target sequence (Q07820 whole entry, looked up): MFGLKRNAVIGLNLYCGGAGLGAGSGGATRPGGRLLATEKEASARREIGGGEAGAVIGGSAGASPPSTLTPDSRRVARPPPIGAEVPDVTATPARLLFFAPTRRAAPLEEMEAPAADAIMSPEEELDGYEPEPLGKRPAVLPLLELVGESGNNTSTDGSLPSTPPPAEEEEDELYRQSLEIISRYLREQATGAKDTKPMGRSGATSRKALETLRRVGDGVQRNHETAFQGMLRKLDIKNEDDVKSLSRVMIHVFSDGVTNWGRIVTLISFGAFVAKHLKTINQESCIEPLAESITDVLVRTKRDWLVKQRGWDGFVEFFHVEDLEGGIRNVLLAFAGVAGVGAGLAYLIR
Cdc42 wt = changes GTP binding to wildtype human Cdc42. percent activity (GTP binding), % at 10 µM. hit rate 0.2% among 190,000. GST-Cdc42 beads, Bodipy-GTP binding, flow cytometry; actives lie on both sides. AID 761. P60953;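 active = percent activity GTP binding at least 20 points away from the 100% baseline, either down as inhibitor or up as activator; inconclusive = compound flagged as likely green fluorescent from well-wide comparison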;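 note: median bead fluorescence of bound Bodipy-FL-GTP at 100 nM; 0% = excess unlabeled GTP control and 100% = no compound control; below 100% means less GTP binding so inhibitor and above means activator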
Target sequence (P60953 whole entry, looked up): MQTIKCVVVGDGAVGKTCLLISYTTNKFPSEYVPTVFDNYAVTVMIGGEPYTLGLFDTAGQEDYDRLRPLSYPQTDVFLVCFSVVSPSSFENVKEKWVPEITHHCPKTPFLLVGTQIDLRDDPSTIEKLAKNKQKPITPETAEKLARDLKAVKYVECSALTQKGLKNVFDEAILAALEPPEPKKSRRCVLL
Mcl1-Noxa inh = disrupts binding of human Mcl-1 to Noxa peptide; Q07820; TR-FRET Mcl-1/Noxa peptide binding, 2 h; inhibition, % at 21.7 µM; hit rate 1.5% among 220,000;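 active = compounds that cut the protein-peptide binding signal by more than 50% relative to plate controls in a single-dose test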;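 note: His-tagged Mcl-1 with rhodamine Noxa BH3 peptide and terbium anti-His antibody; 0% = Mcl-1 plus Noxa peptide wells and 100% = peptide-only wells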
HRas wt GTP bind = human HRas wildtype GTP binding, change in either direction. P01112. GST-Ras wt beads, Bodipy-FL-GTP binding, flow cytometry; actives lie on both sides. GTP binding activity, % at 10 µM. hit rate 0.14% among 190,000;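 active = GTP binding activity at least 20% away from the 100% baseline, either lowered as inhibitor or raised as activator; inconclusive = flagged as likely green fluorescent, judged across all proteins in the well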;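 note: 0% = unlabeled GTP competition control and 100% = no-compound control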
Target sequence (P01112 whole entry, looked up): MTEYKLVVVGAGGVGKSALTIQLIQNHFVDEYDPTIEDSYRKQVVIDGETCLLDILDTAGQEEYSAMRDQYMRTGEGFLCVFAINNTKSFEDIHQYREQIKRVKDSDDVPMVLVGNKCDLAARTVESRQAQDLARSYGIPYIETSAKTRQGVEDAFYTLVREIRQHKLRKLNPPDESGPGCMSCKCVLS
Avidin bead fluor = compound fluoresces at 488/530 nm on avidin beads. hit rate 0.38% among 220,000. compound fluorescence 488/530 nm, flow cytometry; active compounds read high. fluorescence (KMESF) at 10 µM; in the data active = fluorescence above about 47; note: inactives centre near 10
* marks the source's active call; other numbers are inactive results; ? = inconclusive; . = no result given. Rows were taken by chance; about 3% have a hit in one of these screens.

Order of values: Rab2 wt GTP	Rac1 wt modul	Rac1 mut GTP	Rab7 wt modul	Pf gamet viab	GSH fluor	Mcl1 Bid PPI	Cdc42 wt	Mcl1-Noxa inh	HRas wt GTP bind	Avidin bead fluor
CN1CC(c2ccccc2)C2(COc3ccccc3C2=O)C12C(=O)Nc1ccccc12 (stereo not given)
→ 103	105	100	104	6	15	8	105	6	105	26
CCC(=O)N1CCN(c2ccc(NC(=O)c3c(F)c(F)c(OC)c(F)c3F)cc2)CC1
→ 99	102	99	100	.	61	-8	100	-7	102	4
Cc1ccc(-n2cc(CNCCn3nc(C)cc3C)c(-c3ccc(F)cc3)n2)cc1
→ 95	97	94	99	13	8	10	92	8	94	9
Cc1ccc(S(=O)(=O)N2CCN(CC(=O)N/N=C/c3ccc(Br)s3)CC2)cc1
→ 100	103	99	97	19	16	-11	100	11	100	6
Cc1cc(=O)[nH]c(SCC(=O)Nc2nnc(SCc3ccccc3)s2)n1
→ 96	100	93	104	3	12	-2	94	11	98	15
COc1ccc(NC(=O)CN(C2CCCCC2)S(C)(=O)=O)cc1Cl
→ 100	101	99	101	-12	36	-5	102	5	101	5
COc1ccc(OCCCC(=O)NCCc2ccccc2)cc1
→ 97	104	100	100	9	6	7	102	11	98	3
COc1cc(C2NC(C(=O)O)Cc3c2[nH]c2ccccc32)cc(OC)c1OC (stereo not given)
→ 99	98	97	98	.	19	-25	97	15	99	36
N#CCCCSc1ncccc1-c1nc2ccccc2[nH]1
→ 97	99	96	98	-3	16	-16	101	-4	97	23
O=C(NC1CCCC1)C(c1ccncc1)N(Cc1cccs1)C(=O)c1csnn1 (stereo not given)
→ 102	104	101	103	4	27	-15	103	16	100	16

Order of values: Rab2 wt GTP	Rac1 wt modul	Rac1 mut GTP	Rab7 wt modul	Pf gamet viab	GSH fluor	Mcl1 Bid PPI	Cdc42 wt	Mcl1-Noxa inh	HRas wt GTP bind	Avidin bead fluor
CC(C)Cc1ccc(S(=O)(=O)N2CCOCC2)cc1
→ 103	104	98	104	.	13	-22	99	9	101	10
CC(C)(C)S(=O)(=O)/C(C#N)=N/Nc1ccc(S(N)(=O)=O)cc1
→ 95	97	96	95	7	13	-29	96	7	95	11
OCCC1CN(Cc2cccc3nonc23)CCN1C1CCCCC1 (stereo not given)
→ 102	100	99	99	.	14	-38	99	-2	100	6
O=C(c1noc2c1CCCC2)N1CCN(c2ccccc2)CC1
→ 102	104	98	100	.	19	-18	101	-4	101	21
Cc1cc(NC(=O)COC(=O)COc2ccc(Cl)cc2C)c([N+](=O)[O-])cc1C
→ 96	102	96	94	-35	20	9	99	3	98	13
c1ccc2c(Cn3ccnc3)c[nH]c2c1
→ 98	101	95	97	-1	24	-21	100	-4	99	11
COCCn1c(SCC(=O)Nc2cccc(S(N)(=O)=O)c2)nc2cc(Cl)ccc2c1=O
→ 94	97	95	96	-25	11	4	94	3	96	12
C[C@H](C(=O)O)c1n[nH]c(=O)c2ccccc12
→ 102	99	99	96	.	65	-18	101	-14	102	7
O=C(OCn1ncc(Cl)c(Cl)c1=O)c1cccc(C(F)(F)F)c1
→ 102	104	101	99	.	14	-11	103	-1	101	34
OC(CSc1c(Cl)cccc1Cl)CN1CCN(c2ccccc2F)CC1 (stereo not given)
→ 97	97	94	98	.	31	32	96	3	97	12

Reprinted at random: three records from the list.
Order of values: Rab2 wt GTP	Rac1 wt modul	Rac1 mut GTP	Rab7 wt modul	Pf gamet viab	GSH fluor	Mcl1 Bid PPI	Cdc42 wt	Mcl1-Noxa inh	HRas wt GTP bind	Avidin bead fluor
OC(CSc1c(Cl)cccc1Cl)CN1CCN(c2ccccc2F)CC1 (stereo not given)
→ 97	97	94	98	.	31	32	96	3	97	12
O=C(c1noc2c1CCCC2)N1CCN(c2ccccc2)CC1
→ 102	104	98	100	.	19	-18	101	-4	101	21
CC(C)(C)S(=O)(=O)/C(C#N)=N/Nc1ccc(S(N)(=O)=O)cc1
→ 95	97	96	95	7	13	-29	96	7	95	11

More compounds
Order of values: Rab2 wt GTP	Rac1 wt modul	Rac1 mut GTP	Rab7 wt modul	Pf gamet viab	GSH fluor	Mcl1 Bid PPI	Cdc42 wt	Mcl1-Noxa inh	HRas wt GTP bind	Avidin bead fluor
O=C(COc1ccccc1)N1CCN(c2ncnc3c2cnn3-c2ccccc2)CC1
→ 93	97	96	98	.	19	-2	97	3	97	39
COCCn1c(SCCN2CCOCC2)nc2c1c(=O)[nH]c(=O)n2C
→ ?	?	?	?	.	18	2	?	17	?	8
Cc1nc(=S)n(-c2ccccc2)[nH]1
→ 107	106	103	105	10	14	-42	105	15	103	22
CC1(CCc2ccccc2)NC(=S)N(c2ccccc2)N1 (stereo not given)
→ 101	107	102	98	-3	3	-49	102	8	100	11
C=CCNC(=O)c1ccccc1NC(=O)c1cccc2ccccc12
→ 101	107	98	100	.	11	1	100	0	100	6
COc1cccc(C2CC(c3ccc(Cl)cc3Cl)n3nc(N)nc3N2)c1 (stereo not given)
→ 97	102	98	95	.	14	1	97	-7	97	25
CCCCc1ccc(NC(=S)Nc2ccc(Cl)c(S(=O)(=O)N(C)C)c2)cc1
→ 102	107	100	99	18	4	-33	105	16	102	12
Cc1cccc(S(=O)(=O)N2CCC(CO)(Cc3ccccc3)CC2)c1
→ 99	104	97	107	1	26	-26	96	0	100	9
NC(=O)c1cc2n(n1)C(C(F)(F)F)CC(c1ccco1)N2 (stereo not given)
→ 95	92	91	95	10	27	-12	94	6	96	13
Cc1cc(C)n(-c2nnc(C)n2N)n1
→ 100	103	96	98	3	27	25	100	5	99	33

compound	Rab2 wt GTP	Rac1 wt modul	Rac1 mut GTP	Rab7 wt modul	Pf gamet viab	GSH fluor	Mcl1 Bid PPI	Cdc42 wt	Mcl1-Noxa inh	HRas wt GTP bind	Avidin bead fluor
Cn1c(=O)n(CCc2ccccc2)c(=O)c2c1ncn2Cc1ccccc1	103	105	101	102	9	30	-2	105	-25	101	15
O=C(Nc1nc2ccc([N+](=O)[O-])cc2s1)c1ccco1	97	100	96	103	36	15	17	96	56*	100	10
CCOc1ccc(NC(=O)CN2CCN(CC(=O)Nc3cccc(F)c3)CC2)cc1	99	99	96	99	-1	39	-11	98	14	99	14
O=C(Cc1ccccc1)NN1C(=O)C2C3C=CC(C3)[C@@H]2C1=O (stereo not given in full)	101	103	102	99	2	12	-18	106	5	103	6
Cn1nccc1C(=O)c1ccc(Cl)cc1	99	101	98	98	-17	32	-2	101	-2	100	6
CSc1ccccc1C(=O)C1CCCN(C(=O)NC(C)C)C1 (stereo not given)	94	90	91	101	4	9	-16	92	-8	93	7
Cc1ccccc1Oc1nnc(-c2cccs2)c2ccccc12	97	100	96	98	7	14	-20	98	-5	98	21
CCCSC1=N/C(=C\c2ccc3c(c2)OCO3)C(=O)S1	100	100	100	100	.	52	6	101	0	102	60*
O=[N+]([O-])c1ccccc1/C=C/C=N/n1c(-c2ccc(Cl)cc2)n[nH]c1=S	100	98	96	103	-30	13	8	99	15	100	43
COc1ccc(OCc2nnc3n2N=C(c2ccc(C)cc2)CS3)cc1	98	102	99	98	.	15	18	98	-5	99	23

compound	Rab2 wt GTP	Rac1 wt modul	Rac1 mut GTP	Rab7 wt modul	Pf gamet viab	GSH fluor	Mcl1 Bid PPI	Cdc42 wt	Mcl1-Noxa inh	HRas wt GTP bind	Avidin bead fluor
Cn1c(=O)cc(OCC(=O)NCCC2=CCCCC2)c2ccccc21	102	103	98	104	-19	11	0	100	15	100	15
Cc1ccc(C(=O)NCC(=O)OCC(=O)NCCc2ccccc2)s1	97	95	96	99	2	25	-17	100	5	96	9
CCOC(=O)c1cc2occc2n1Cc1ccc(F)cc1	101	99	97	105	.	12	-31	101	-2	100	9
COC(=O)c1sc(N)c(C(=O)OC)c1COC(=O)C1CC(=O)N(Cc2ccco2)C1 (stereo not given)	98	99	99	100	-12	13	-29	101	29	98	31
CC(C)CCN(C(=O)Cc1ccccc1F)c1c(N)n(Cc2ccccc2)c(=O)[nH]c1=O	94	95	93	92	-3	12	2	95	-3	92	12
COc1ccc(NC(=O)CSc2nccc(C)n2)cc1	100	104	99	98	-1	29	-9	102	-1	101	4
CC(=O)c1cccc(NC(=O)CN(Cc2ccccc2)S(C)(=O)=O)c1	101	101	99	100	.	16	-5	102	-10	102	8
Cc1cccc(-c2nnc(SCC3CNC(=O)O3)n2-c2ccc(Cl)cc2)c1 (stereo not given)	96	100	98	98	.	6	-32	101	23	99	13
COc1ccc(C(C(C(=O)c2ccco2)N2CCOCC2)N2CCOCC2)cc1 (stereo not given)	100	101	99	97	.	17	-6	101	4	100	30
CCC(C)[C@H](NC(=O)NC1CC1)C(=O)O (stereo not given in full)	107	108	99	102	.	12	-17	105	3	104	6

compound	Rab2 wt GTP	Rac1 wt modul	Rac1 mut GTP	Rab7 wt modul	Pf gamet viab	GSH fluor	Mcl1 Bid PPI	Cdc42 wt	Mcl1-Noxa inh	HRas wt GTP bind	Avidin bead fluor
CC(C)(C)C1CCC(OC(=O)CCC(=O)Nc2ccccc2)CC1 (stereo not given)	98	99	98	102	.	20	11	97	2	99	8
Cc1nc(-c2ccccc2O)n(S(=O)(=O)N(C)C)n1	100	100	97	102	.	21	-11	100	-3	100	21
CCC1(C)CC(c2nc(-c3ccc(OC)cc3)cs2)CCS1 (stereo not given)	100	102	98	102	5	21	18	99	5	98	16
COc1cccc(C2C(C(=O)c3cc4ccccc4o3)=C(O)C(=O)N2c2cc(C)on2)c1OC (stereo not given)	95	94	94	100	.	16	-27	96	-2	98	9
OCC1(Cc2ccccc2C(F)(F)F)CCN(Cc2ccccc2)CC1	97	99	96	101	-10	15	-37	97	1	98	13
CC(O)C(=O)N/N=C/c1cccc2ccccc12 (stereo not given)	102	100	99	97	-25	22	7	104	5	100	11
CC(=O)N1CCN(c2nc(-c3ccco3)c3c(c2C#N)CC(C)(C)SC3)CC1	99	98	96	101	18	14	-18	99	17	100	29
Cc1sc2ncnc(N[C@@H](Cc3c[nH]c4ccccc34)C(=O)O)c2c1C	94	98	95	95	-3	13	-13	97	5	94	6
COC(=O)c1ccc(N=Nc2ccccc2)cc1	94	93	90	97	-10	15	-22	93	0	92	10
